Screening results (PubChem BioAssay)
ARFGAP1 inhibitor – inhibitors of rat ARFGAP1. actives 0.26% (n = 360,000). Arfgap1-stimulated ARF1 GTP hydrolysis, GDP FP detection. inhibition, % at 16.5 µM;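 active means inhibition above a per-plate limit, mean inhibition of low control wells plus 3 SD, cut at about 25% in these data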;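 further: 0% = DMSO wells with enzyme and 100% = wells lacking Arfgap1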
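material = rat Arfgap1 catalytic domain, aa 1-136 | also added = human ARF1(Δ1-17)-GTP substrate | compound dosing = one concentration, 16.5 µM, DMSO 1.26% | times = GTP hydrolysis reaction 2 h at 25 °C | measured by = FP, GDP Alexa 633 tracer displaced from anti-GDP antibody, 620/688 nm | evaluation = percent inhibition of Arfgap1-stimulated GTP hydrolysis | replication = single well per compound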
Tn7 DDE FP – inhibitors of Tn7 peptide binding to human fibrin DD(E) | P02675 | FP displacement of FITC-Tn7 peptide from fibrin DD(E); 0% = median of compound wells per plate | inhibition, % at 8.3 µM | actives 0.13% (n = 370,000);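 active means inhibition above the mean of compounds falling within the control limits plus 3 SD of them, cut at about 14% in these data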;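 further: 0% = plate median of compound wells and 100% = 10 µM Aha-Tn7 peptide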
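assay system = human clot-derived fibrin DD(E) complex | quantity = Fibrin-DD(E) at 2 µM final | timing = 10 min preincubation, 3 h with tracer, room temperature | signal = fluorescence polarization | measure = percent inhibition | benchmarks = high control wells with 10 µM unlabelled Aha-Tn7 peptide (full inhibition) | replicates = singlicate testing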
KLK7 zymogen act – activators of human kallikrein-7 zymogen; activation, % at 7 µM; AID 652039; actives 0.9% (n = 370,000); purified proKLK7, EDANS-DABCYL substrate fluorescence; 100% is mature enzyme control, 0% vehicle;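 active means activation above the mean of all tested compounds plus 3 SD, computed per campaign excluding outliers beyond control limits, cut at about 13% in these data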
Rev-erbA mod – Rev-erb alpha (human) modulation; Rev-erbα–FITC-DNA binding, fluorescence polarization, 90 min; activity, % at 10 µM; actives 0.79% (n = 370,000); AID 1259318;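 active means activity above about 14%, limit read from the data; passing the limit was not always enough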;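 further: 0% = DMSO wells with 35 nM protein and 100% = DMSO wells with 750 nM protein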
sPLA2-III inh – Blocks human group III sPLA2 activity | Q9NZ20 | QFRET BODIPY PC-A2 liposome hydrolysis, fluorescence | inhibition, % at 12.2 µM | actives 0.56% (n = 370,000);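 active means inhibition above mean plus 3 SD of compounds lying within the high and low control bounds, cut at about 19% in these data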;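 further: 0% = median of test compound wells and 100% = no enzyme DMSO wells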
Tn6 DDE FP – DD(E)-Tn6 binding inhibition, primary FP screen. P02675. Fibrin DD(E) TRITC-Tn6 fluorescence polarization displacement. inhibition, % at 8.3 µM. actives 0.21% (n = 370,000). AID 720509;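 active means inhibition above a per-campaign cutoff: mean of compounds within control limits plus 3 SD, cut at about 15% in these data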;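 further: 0% = median of all compound wells on the plate and 100% = blocking peptide control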
ASAP1 inh – ASAP1 ArfGAP inhibition. Q9ULH1. ASAP1-stimulated ARF1 GTP hydrolysis, GDP FP detection. inhibition, % at 16.5 µM. actives 0.19% (n = 360,000). AID 624377; in the data active means inhibition above about 25%;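 further: 0% = vehicle with enzyme and substrate and 100% = no enzyme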
PLC-gamma1 inh – inhibitors of human phospholipase C gamma1; P19174; purified PLC-gamma1, fluorogenic substrate, fluorescence; inhibition, % at 12.2 µM; actives 0.84% (n = 370,000); in the data active means inhibition above about 9.5%
Target sequence (P19174 whole entry, looked up): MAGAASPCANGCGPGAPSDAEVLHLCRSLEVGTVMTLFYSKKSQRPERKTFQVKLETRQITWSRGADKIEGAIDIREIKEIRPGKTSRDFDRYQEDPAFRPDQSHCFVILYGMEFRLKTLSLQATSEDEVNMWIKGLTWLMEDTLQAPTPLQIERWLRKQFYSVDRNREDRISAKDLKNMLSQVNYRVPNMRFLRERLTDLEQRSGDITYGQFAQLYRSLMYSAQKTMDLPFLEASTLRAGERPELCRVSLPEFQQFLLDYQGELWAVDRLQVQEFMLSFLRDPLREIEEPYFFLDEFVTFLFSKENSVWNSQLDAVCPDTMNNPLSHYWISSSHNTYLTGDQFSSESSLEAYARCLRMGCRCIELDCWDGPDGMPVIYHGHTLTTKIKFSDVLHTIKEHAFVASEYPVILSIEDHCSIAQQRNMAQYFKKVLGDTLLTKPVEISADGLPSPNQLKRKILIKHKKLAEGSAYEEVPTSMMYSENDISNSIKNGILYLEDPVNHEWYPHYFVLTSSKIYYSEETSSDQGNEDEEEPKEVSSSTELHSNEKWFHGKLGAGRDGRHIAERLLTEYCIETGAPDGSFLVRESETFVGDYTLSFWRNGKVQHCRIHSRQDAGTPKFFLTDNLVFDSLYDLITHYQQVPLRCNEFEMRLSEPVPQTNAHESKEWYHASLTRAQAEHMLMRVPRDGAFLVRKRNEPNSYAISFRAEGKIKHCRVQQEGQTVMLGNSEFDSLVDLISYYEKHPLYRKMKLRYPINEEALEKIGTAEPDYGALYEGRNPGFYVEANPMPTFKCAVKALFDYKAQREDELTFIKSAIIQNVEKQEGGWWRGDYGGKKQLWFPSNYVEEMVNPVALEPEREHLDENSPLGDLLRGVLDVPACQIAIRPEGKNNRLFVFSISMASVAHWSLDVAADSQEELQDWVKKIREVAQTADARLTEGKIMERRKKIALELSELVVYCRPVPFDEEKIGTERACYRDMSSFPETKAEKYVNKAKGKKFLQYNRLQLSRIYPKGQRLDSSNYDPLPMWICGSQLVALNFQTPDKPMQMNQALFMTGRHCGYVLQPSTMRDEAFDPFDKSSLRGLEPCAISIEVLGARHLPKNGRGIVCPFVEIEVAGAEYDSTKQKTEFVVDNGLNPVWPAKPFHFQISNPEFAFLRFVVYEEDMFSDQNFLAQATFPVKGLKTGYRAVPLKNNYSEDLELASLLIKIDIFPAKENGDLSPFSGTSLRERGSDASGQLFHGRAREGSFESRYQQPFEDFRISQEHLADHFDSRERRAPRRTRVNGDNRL
PLCb3 inh – inhibitors of human phospholipase C beta3 | Purified PLC-beta3, fluorogenic substrate, fluorescence | inhibition, % at 12.2 µM | actives 0.18% (n = 370,000) | AID 720704; in the data active means inhibition above about 11%;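 further: 0% = median of compound wells on plate and 100% = full blocker control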
UHRF1 MBD2 ctr – UHRF1 methyl-DNA binding inhibition | Q96T88 | UHRF1 binding to methylated oligo, TR-FRET | inhibition, % at 4.4 µM | actives 0.75% (n = 370,000) | AID 687016; in the data active means inhibition above about 21%;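 further: UHRF1 SRA domain binding a hemimethylated CpG hairpin DNA probe; 0% = median of test compound wells and 100% = reference inhibitor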
* marks the source's active call; other numbers are inactive results; · = no result given.

SMILES	ARFGAP1 inhibitor	Tn7 DDE FP	KLK7 zymogen act	Rev-erbA mod	sPLA2-III inh	Tn6 DDE FP	ASAP1 inh	PLC-gamma1 inh	PLCb3 inh	UHRF1 MBD2 ctr
CC(C)(C)OC(=O)N(CCc1ccccc1)Cc1ccccc1OCc1cccc(NC(=O)C2CCC2)c1	14	5	0.0	-2	-9	1	11	1	1	0
C/C(=N\NC(=O)CN1CCOCC1)C(C)(C)C	0	2	-0.1	7	3	-1	-9	-1	1	-1
COc1ccc(S(=O)(=O)N2CCN(C(=O)c3cc(C)nc4ccccc34)CC2)cc1OC	5	0	-0.1	-1	0	5	-8	1	-2	-3
CCCCCC1CC(CC(=O)NC(=S)Nc2ccccc2Cl)C(=O)O1 (centres undefined)	-9	-5	-0.1	-5	-2	-4	14	2	-3	-2
COc1ccc(S(=O)(=O)N(CC(=O)N2CCN(C)CC2)c2ccccc2)cc1OC	-5	-1	-0.8	3	0	-1	2	1	5	-3
COc1ccc(N(CC(=O)NCCSCc2ccccc2Cl)S(C)(=O)=O)cc1Cl	-12	-6	1.3	2	-7	4	-8	-17	-23	3
COc1ccc2nc(NC(=O)C(NS(=O)(=O)c3cccs3)C(C)C)sc2c1 (centres undefined)	-4	0	0.5	-2	-25	-6	1	-1	2	1
CC(=O)c1cccc(NC(=O)C(=O)c2cn(CC(=O)N3CCCCC3)c3ccccc23)c1	7	-4	0.7	-3	-5	3	3	-1	-5	0
C/C(=N\NC(=O)CC#N)c1ccc(Oc2ccccc2)cc1	3	-9	-0.5	2	-18	1	10	0	0	16
N#CCCN(C(=O)COC(=O)c1ccc2c(=O)n3c(nc2c1)CCC3)c1ccc(F)cc1	-4	-3	-0.5	8	-2	1	6	-11	-24	0
O=C(CCl)NN1C(=O)NC(c2ccccc2)(c2ccccc2)C1=O	-3	4	-0.6	6	1	-13	-5	-1	-3	1
O=C1c2ccccc2C(=O)N1CCCCN(C(=O)c1cc2ccccc2oc1=O)c1ccc(F)cc1F	12	-4	0.1	8	-22	-2	8	1	2	-2
Cc1nc(N)ncc1C(=O)Nc1ccccc1	4	9	-0.4	-7	1	8	-7	1	-6	0
Cn1c(SCC(=O)c2ccccc2)nnc1-c1ccc(O)cc1	2	9	0.1	7	-17	11	-7	0	2	-2
CC(C)NC(=O)C1C(c2ccc(C(F)(F)F)cc2)=Nc2ccccc2N1C(=O)c1cc2ccccc2[nH]1 (centres undefined)	17	-5	0.2	1	-11	2	11	-46	-64	1
O=C(c1ccccc1)N1CCSC1=S	-5	0	-0.3	-3	12	7	-4	8	6	6
O=c1[nH]c(C(F)(F)F)nc2c1nc1n2CCC1	1	-4	-0.3	-1	1	4	18	-3	-3	0
CCOC(=O)c1c(NS(=O)(=O)c2cccc(OC)c2)sc2c1CCC2	-11	0	0.0	4	-13	12	-9	-10	-18	-1
C=CCC1CCCC(=O)N2CC[C@H](O)C12 (some centres undefined)	3	-6	0.2	6	0	3	1	-2	6	3
CC(C)CNC(=S)NC(=O)c1ccc([N+](=O)[O-])cc1	-10	1	0.2	2	13	4	5	-1	-2	5
O=C(N[C@@H](Cc1ccc(Br)cc1)C(=O)O)OCC1c2ccccc2-c2ccccc21	-1	-7	-0.3	1	-37	5	2	0	-3	3
c1ccc(CCNc2nc(-c3ccccn3)cs2)cc1	5	3	-0.4	1	6	5	4	-2	-1	-2
CCn1cc(C2=NOC(C(=O)O)C2)c(C)n1 (centres undefined)	2	6	-0.5	4	2	7	-2	2	2	-4
CCCCCCSc1nnc(-c2cnn(-c3ccccc3)c2-n2cccc2)n1C	1	6	0.7	2	5	-3	1	3	-7	3
CC(C)(C)c1nn2cnnc2n(/N=C/c2cccc3ccccc23)c1=O	-7	3	-0.3	-5	12	-3	-9	3	-4	-3

Single entries from above:
`CCCCCC1CC(CC(=O)NC(=S)Nc2ccccc2Cl)C(=O)O1` (centres undefined) in ASAP1 inh → 14
`O=C(c1ccccc1)N1CCSC1=S` in sPLA2-III inh → 12

Returning to the listing, repeating the 3 entries before the break.
SMILES	ARFGAP1 inhibitor	Tn7 DDE FP	KLK7 zymogen act	Rev-erbA mod	sPLA2-III inh	Tn6 DDE FP	ASAP1 inh	PLC-gamma1 inh	PLCb3 inh	UHRF1 MBD2 ctr
CCn1cc(C2=NOC(C(=O)O)C2)c(C)n1 (centres undefined)	2	6	-0.5	4	2	7	-2	2	2	-4
CCCCCCSc1nnc(-c2cnn(-c3ccccc3)c2-n2cccc2)n1C	1	6	0.7	2	5	-3	1	3	-7	3
CC(C)(C)c1nn2cnnc2n(/N=C/c2cccc3ccccc23)c1=O	-7	3	-0.3	-5	12	-3	-9	3	-4	-3
CS(=O)(=O)c1ccc(Cl)c(NC(=O)c2cccc(-n3cnnn3)c2)c1	-3	0	-0.1	0	5	-1	1	-4	-9	-2
O=S(=O)(c1ccccc1)c1nc(-c2ccccc2)oc1N1CCCCC1	-2	4	0.1	-4	3	4	17	-1	3	2
O=C(Nc1ccc2c(c1)C(=O)c1ccccc1-2)c1ccccc1	16	3	0.1	-32	5	-7	3	0	0	-1
CC1CCN(C(=O)/C=C/c2ccc(C(C)(C)C)cc2)CC1	3	5	-0.1	1	9	0	-2	0	1	-1
Cc1occc1-c1nnc(SCC(=O)Nc2nc(-c3ccccc3)cs2)o1	-1	1	-0.2	-24	-14	1	20	-1	-4	-3
O=C(Nc1nc(-c2cc(F)ccc2F)cs1)c1ccccn1	2	-6	-1.5	2	-4	11	14	-5	-12	1
CC12CCC(=O)N1C(C(=O)NNC(=O)c1ccccc1)CS2 (centres undefined)	6	3	-0.1	-2	5	2	14	0	-3	0
O=C(CC(C(=O)O)C1CCCO1)NCCc1ccc2c(c1)OCO2 (centres undefined)	2	-10	0.4	3	7	8	-4	1	2	2
CSc1nc(O)c(C2OC(=O)c3ccccc32)c(=O)[nH]1 (centres undefined)	1	1	-0.3	-3	-1	-2	5	-1	-1	-2
COc1ccccc1N1CCN(S(=O)(=O)c2ccc(Br)s2)CC1	-6	0	0.2	-3	4	-2	-14	-1	-1	0
CN1CCN(C(=O)c2ccccc2N(Cc2ccccc2)S(=O)(=O)c2ccccc2)CC1	3	-2	-0.1	3	-3	4	3	3	1	-4
Cn1c(NCCc2ccncc2)nc2cc(-c3cccc(C(F)(F)F)c3)sc2c1=O	5	3	-0.2	-6	-10	-6	7	1	-4	3
Cc1ccc(C)c(S(=O)(=O)NCC(=O)Nc2ccc3c(c2)OCO3)c1	3	3	0.2	4	0	-6	8	0	-11	2
Cc1ccccc1CN1CCCCC(NC(=O)c2cccc([N+](=O)[O-])c2)C1=O (centres undefined)	·	-2	0.0	2	-6	4	·	3	1	1
Cc1cc(C)cc(N(C(=O)c2ccc(Br)o2)C2C=CS(=O)(=O)C2)c1 (centres undefined)	13	5	-0.4	4	5	6	21	6	7	-2
Cc1nc(CS(=O)(=O)c2ccccn2)sc1C(=O)NNC(=O)c1ccc(Cl)cc1	5	3	-1.1	3	4	9	-9	-2	-7	0
Cc1ccc(S(=O)(=O)c2nc(-c3ccco3)oc2SCC(=O)NCC2CCCO2)cc1 (centres undefined)	-2	1	0.0	-3	-2	0	2	-3	-5	-1
CC(OC(=O)/C=C/c1ccccc1)C(=O)Nc1ccc(C(N)=O)cc1 (centres undefined)	3	8	-0.5	-5	-4	7	1	-1	-5	0
CN(C)CC/C=C1\c2cc(Cl)ccc2Sc2cc(F)c(F)cc21	2	-4	1.0	0	-18	7	-4	1	-4	-3
O=C(COc1ccc(/C=N/NC(=O)c2cc3ccccc3o2)cc1Br)Nc1ccccc1	17	-9	-8.3	19*	1	3	75*	-2	-4	1
CN(c1ccccc1)S(=O)(=O)c1ccc(Cl)c(C(=O)OCC(N)=O)c1	8	-1	-0.7	1	-2	0	3	2	2	-1
O=C1CCc2cc(S(=O)(=O)Nc3cccc(F)c3)cc3c2N1CC3	-10	3	-0.2	-4	7	1	-3	8	-6	-1
CC1CCC2(CC1)NC(=O)N(CC(=O)c1ccc(CNC(=O)C(C)(C)C)s1)C2=O (centres undefined)	4	-1	0.8	-4	-13	-4	-3	0	-5	2
COC(=O)c1c(-c2ccccc2)csc1NC(=O)c1c(-c2ccccc2)noc1C	-5	2	-3.0	14	-5	-5	0	-3	-8	-1
CCOC(=S)SCc1cn2ccccc2n1	15	8	0.1	-6	3	0	6	-1	1	1

Structures above that bear a hit mark in ASAP1 inh:
SMILES	ARFGAP1 inhibitor	Tn7 DDE FP	KLK7 zymogen act	Rev-erbA mod	sPLA2-III inh	Tn6 DDE FP	ASAP1 inh	PLC-gamma1 inh	PLCb3 inh	UHRF1 MBD2 ctr
O=C(COc1ccc(/C=N/NC(=O)c2cc3ccccc3o2)cc1Br)Nc1ccccc1	17	-9	-8.3	19*	1	3	75*	-2	-4	1

Continuation.
SMILES	ARFGAP1 inhibitor	Tn7 DDE FP	KLK7 zymogen act	Rev-erbA mod	sPLA2-III inh	Tn6 DDE FP	ASAP1 inh	PLC-gamma1 inh	PLCb3 inh	UHRF1 MBD2 ctr
N#Cc1cn(Cc2cccc(Cl)c2)c2ccccc12	-3	1	0.1	-4	-17	-8	9	-1	-8	2
COc1ccc(NC(=O)c2cc(-c3ccccn3)nc3c(C)cc(C)cc23)c(C)c1	11	5	-1.1	-1	7	-7	2	-5	-11	1
COc1ccc(F)cc1-c1cc(C(=O)NCc2cccc(C(F)(F)F)c2)[nH]n1	5	-5	0.7	5	-4	-1	1	0	2	0
CCC(=O)Nc1ccc(NC(=S)NC(=O)/C=C/c2ccccc2)cc1	9	-7	0.0	-4	9	8	4	0	2	2
Cc1oc2cc(O)ccc2c(=O)c1-c1nncn1-c1ccccc1	-1	10	-2.9	-5	-45	10	8	-282	-348	-3
C=CCSc1nnc(Cc2c(C)[nH]c3ccccc23)o1	5	-2	3.2	-3	-14	-9	4	-31	-34	-2
COc1ccccc1CNC(=O)Nc1nc(C(N)C(C)C)cs1 (centres undefined)	6	8	-0.4	-1	2	0	-5	0	2	1
CCC1(CC)NC(=O)N(CC(=O)N2CCN(S(=O)(=O)c3cccc(F)c3)CC2)C1=O	4	-3	-0.3	1	1	-4	5	2	-3	1
CN(C)c1ccc(/C=N/NC(=O)C2COc3ccccc3O2)o1 (centres undefined)	-14	3	-0.2	-4	-3	1	-2	-16	-16	9
O=C(Cc1ccccc1)Nc1ccc(S(=O)(=O)N2CCCC2)cc1	6	6	-0.2	8	-3	3	-1	-3	-4	-2
O=C(CNC(=O)c1ccc(Cl)cc1)NNC(=O)c1ccc(Br)cc1	3	3	0.9	-5	-4	-4	-10	1	1	-3
COc1ccc(CN(C)C(=O)c2sccc2-c2ccccc2)c(OC)c1	7	-5	-0.1	2	3	-2	-6	-1	-4	7
O=C(O)C1CC(=O)N(c2ccc(OCc3ccccc3)cc2)C1 (centres undefined)	7	-2	0.0	-2	3	-4	-5	5	0	0
COc1ccc(NC(=O)CN(C2CCCCC2)S(C)(=O)=O)cc1OC	-3	-5	0.3	-2	-3	-3	1	0	2	-2
CCOc1ccccc1NC(=O)CN(C)S(=O)(=O)c1cnc[nH]1	-8	7	-0.1	-1	-11	1	-4	3	0	2
